Assay outcomes: PubChem BioAssay, National Center for Advancing Translational Sciences (NCATS)
USP2a inh: qHTS Assay for Inhibitors of Ubiquitin-specific Protease USP2a Using CHOP2 as the Reporter; Ubiquitin carboxyl-terminal hydrolase 2 (Homo sapiens), O75604; USP2 core, Ub-CHOP2 coupled fluorogenic reporter, 485/531; Potency, µM (titrated, usually from 38.3 µM), for the others: at the top dose activity change, negative = inhibition, most hits filed as inhibitors; hit rate 0.01% among 330,000; AID 463254, 2010;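 further: potency means the concentration at half of the fitted maximal effect; plate controls were DMSO wells for no effect and full inhibition by NEM control for full effect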
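USP2 core (10nM final) preincubated 30min RT with compound in 20mM Tris-HCl pH 8.0, 2mM CaCl2, 2mM beta-mercaptoethanol, 0.05% CHAPS; 25nM Ub-CHOP2 plus 25nM reporter substrate added, fluorescence (Ex485/Em531) read after 60min.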
GALK inhibitor: qHTS Assay for Inhibitors of Human Galactokinase (GALK); hit rate 0.007% among 270,000; Potency, µM (doses to about 57.5 µM), without a hit: at the top dose activity change, negative = inhibition, most hits filed as inhibitors; Purified GALK, Kinase-Glo residual ATP luminescence; P51570; further: potency means the concentration at half of the fitted maximal effect
Target sequence (P51570 whole entry, looked up): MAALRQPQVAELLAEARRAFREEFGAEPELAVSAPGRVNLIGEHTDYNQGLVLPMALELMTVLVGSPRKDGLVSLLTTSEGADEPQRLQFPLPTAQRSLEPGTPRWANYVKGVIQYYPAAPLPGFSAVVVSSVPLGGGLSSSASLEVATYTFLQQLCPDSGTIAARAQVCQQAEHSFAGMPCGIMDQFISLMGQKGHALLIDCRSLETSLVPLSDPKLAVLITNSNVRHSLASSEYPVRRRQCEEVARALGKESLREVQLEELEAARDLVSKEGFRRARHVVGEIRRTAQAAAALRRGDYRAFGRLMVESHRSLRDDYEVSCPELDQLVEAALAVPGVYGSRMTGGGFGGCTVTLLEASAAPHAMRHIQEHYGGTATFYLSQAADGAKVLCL
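Luminescence from leftover ATP (Ultra-Glo luciferase/luciferin) served as read-out after a 1 h room-temperature reaction of 5 nM GALK with 35 uM ATP and 100 uM galactose.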
Chronic BCR inh: qHTS Assay to Find Inhibitors of Chronic Active B-Cell Receptor Signaling | hit rate 0.05% among 340,000 | Potency, µM (top dose mostly 46.1 µM), for the others: top-dose ratio change, negative = lower green/red ratio, hits mostly inhibitors | AID 493014, 2011 | ABC-DLBCL IkBa-CBG/CBR reporter, luminescence ratio, 4 h; active means well fitted inhibition curve with a large enough effect in the signal ratio, with a control signal flat, not every such curve was filed as active; inconclusive means small, poorly fitted or top-dose-only effect, or effect the other way, or a change in a side signal; the % refers to the signal ratio;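 further: potency means the concentration at half of the fitted maximal effect; plate controls were basal doxycycline-induced cells for no effect and cells given 10 µM MG132 for full effect; MG132 reads +100%, hits lower the ratio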
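Compounds up to 46 uM were incubated four hours with TMD8 cells whose green CBG68 luciferase is fused to IkappaBalpha; red CBR luminescence normalised the signal, and concentration-effect curves were fitted to fusion, red and ratio data.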
Giardia killer: Small Molecules that selectively kill Giardia lamblia: qHTS; activity change, % at 7.66 µM, hits read low; hit rate 0.15% among 340,000; Giardia lamblia trophozoite viability; in the data active means activity change below about -80%; inconclusive means between about -30% and that limit;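 further: parasites exposed to compound for two days anaerobically before the ATP read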
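Trophozoite viability was measured as ATP-dependent luminescence, read 15-30 min after reagent addition. Before that, parasites at 100 cells/well were exposed to compounds for 48 h, anaerobically, at 37 deg C.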
Eya2 inh: qHTS Assay for Inhibitors of the Phosphatase Activity of Eya2. recombinant Eya2, OMFP fluorescence dephosphorylation (OMFP is methylfluorescein phosphate). Potency, µM (doses to about 76.9 µM), inactives show at the highest dose activity, negative = inhibition, most hits filed as inhibitors. hit rate 0.006% among 330,000. AID 488837, 2010; further: potency means the concentration at half of the fitted maximal effect
Target sequence (O00167 whole entry, looked up): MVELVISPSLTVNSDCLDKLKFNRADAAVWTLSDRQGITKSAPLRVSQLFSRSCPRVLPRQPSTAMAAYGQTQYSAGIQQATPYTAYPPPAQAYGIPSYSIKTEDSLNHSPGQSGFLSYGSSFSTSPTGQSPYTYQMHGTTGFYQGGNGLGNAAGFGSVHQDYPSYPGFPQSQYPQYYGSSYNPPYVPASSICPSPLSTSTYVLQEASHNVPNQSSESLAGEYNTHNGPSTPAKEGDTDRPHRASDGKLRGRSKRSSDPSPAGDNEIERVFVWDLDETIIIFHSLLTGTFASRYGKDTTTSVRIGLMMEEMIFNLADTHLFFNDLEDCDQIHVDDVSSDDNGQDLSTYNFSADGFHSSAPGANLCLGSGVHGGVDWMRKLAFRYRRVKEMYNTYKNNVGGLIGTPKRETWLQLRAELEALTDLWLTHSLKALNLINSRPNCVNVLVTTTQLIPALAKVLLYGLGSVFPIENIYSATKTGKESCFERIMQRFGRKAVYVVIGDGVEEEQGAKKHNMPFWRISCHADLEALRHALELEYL
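Eya2 protein (added as 0.2 uM solution) was preincubated with compound for 10 min at ambient temperature in 50 mM HEPES pH 7.5, 50 mM NaCl, 5 uM MgCl2, 0.05% BSA, 1 mM DTT. OMFP (added at 50 uM) then reacted 10 min; fluorescence read at 485/525 nm.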
KCNH2 3.1 block: qHTS for Inhibitors of KCHN2 3.1: Mutant qHTS. U2OS KCNH2 3.1, thallium flux FluxOr; active compounds read low. activity change, % (tested at about 1.8 µM). hit rate 0.95% among 340,000. AID 720553, 2013. Potassium voltage-gated channel subfamily H member 2, brain isoform KCNH2 3.1 (human);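 active means maximum activity change below -70%; inconclusive means maximum activity change from -70% to -50%; inactive means maximum activity change above -50%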;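 further: thallium influx rate constant from kinetic fluorescence after stimulation buffer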
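Thallium flux read-out: FluxOr dye with Red40 quencher in HBSS/HEPES, 45 min at RT. Rate constants from kinetic reads were normalized to positive and negative DMSO controls. Cells: U2OS virally expressing the 3.1 isoform.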
PKM2 activator: qHTS Assay for Activators of Human Muscle isoform 2 Pyruvate Kinase; Potency, µM (highest dose often 57.5 µM), for the others: top-dose activation, usual class: activators; hit rate 0.34% among 260,000; purified PKM2, Kinase-Glo ATP luminescence, activation; response scale: 0% is enzyme alone, no compound; further: potency means the concentration at half of the fitted maximal effect; nearly all actives have a fitted effect of over 55% in size
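ATP formation by purified human PK-M2, quantified via coupled luciferase luminescence after 1 h at room temperature with 0.1 mM ADP and 0.5 mM PEP final.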
hERG WT inh: qHTS for Inhibitors of KCHN2 3.1: Wildtype qHTS; activity change, % at 1.84 µM; hit rate 0.37% among 340,000; U2OS, BacMam KCNH2, thallium flux FluxOr; active compounds read low; Voltage-gated inwardly rectifying potassium channel KCNH2 (Homo sapiens), Q12809;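 active means maximum activity change below -70%; inconclusive means maximum activity change between -70% and -50%; inactive means maximum activity change above -50%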
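U2OS cells were transduced with wild-type KCNH2 virus (2.03 x 10^8 / mL) for 4 h at room temperature, then cultured overnight at 37 C. Thallium flux was read with FluxOr dye. Rate constants were normalized to DMSO controls.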
Coupling enz: qHTS Assay for Inhibitors of Fructose-1,6-bisphosphate Aldolase from Giardia Lamblia: Coupling assay counterscreen; coupling enzyme system counterscreen, AmpLite Red fluorescence; activity change, negative = inhibition, % at 58.2 µM, hits read low; hit rate 0.67% among 290,000; AID 2472, 2010; in the data active means activity change below about -30%
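Counterscreen of the coupled detection system alone, without aldolase: glyceraldehyde-3-phosphate coupling enzymes plus AmpLite Red readout. Compounds at 57.5 uM final, 10 min RT preincubation, 20 min RT reaction, fluorescence 525/598 nm.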
B2AR arrestin: qHTS assay of beta-arrestin-biased ligands of beta2-adrenergic receptor | AID 492947, 2010 | Beta-2 adrenergic receptor (Homo sapiens), P07550 | hit rate 0.02% among 330,000 | beta-arrestin recruitment to beta2AR, cell-based reporter | Potency, µM (highest dose often 46.1 µM), without a hit: at the top dose activation, hits mostly activators;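 further: potency means the concentration at half of the fitted maximal effect; 0% = DMSO controls and full agonism = EC100 isoproterenol or metaproterenol; nearly all actives have a fitted effect of over 65% in size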
uPA generation: qHTS for Inhibitors of Cell Surface uPA Generation; cell surface uPA generation assay, qHTS; Potency, µM (titrated, usually from 38.3 µM), without a hit: at the top dose activity change, negative = inhibition, most hits filed as inhibitors; hit rate 0.31% among 330,000; AID 540303, 2011; active means well fitted inhibition curve with a large enough effect; inconclusive means small, poorly fitted or top-dose-only effect; inactive means no such curve, though single readings can be large or run the other way; tested in mouse RAW 264.7 cells; further: potency means the concentration at half of the fitted maximal effect; nearly all actives have a fitted effect of over 55% in size
Numbers without * were called inactive; u = inconclusive; x = not tested or not shown. Unless noted, the call rests on the fitted dose curve; in most records, active means well fitted curve in the direction sought with a large enough effect; inconclusive means small, poorly fitted or top-dose-only effect, or another doubt; inactive means no such curve, though single readings can be large; an effect the other way counts as inactive or inconclusive. Unless noted, on the % scale 0 is the no-effect control and ±100 the full control effect.

SMILES	KCNH2 3.1 block	Giardia killer	uPA generation	B2AR arrestin	Eya2 inh	PKM2 activator	GALK inhibitor	Chronic BCR inh	Coupling enz	hERG WT inh	USP2a inh
CC1CCC(NC(=O)c2nn(C)c3c2CS(=O)(=O)c2ccccc2-3)CC1 (stereo unspecified)	2	10	0%	0.3%	1%	x	-5%	-1%	x	-3	3%
CC(CCc1ccco1)N(C)S(=O)(=O)c1csc(C(N)=O)c1 (stereo unspecified)	20	-11	2%	0.0%	2%	x	-4%	-1%	x	-5	2%
CCOC(=O)c1ccc(CC(=O)c2ccc(O)cc2O)o1	16	1	6%	0.2%	8%	5%	-2%	-20%	1	-7	0%
O=C(NC1CCCCC1)N(C1=NCCCCC1)c1ccc(Br)cc1	8	12	1%	-0.1%	2%	-2%	0%	-6%	3	-1	7%
CCOc1ccc(C(=O)NCC(=O)OCc2ccc(F)cc2Cl)cc1	3	29	0%	-0.1%	-7%	-2%	-1%	3%	5	14	0%
COc1ccc(Cl)cc1NC(=O)c1sc2nc(C)nc(N3CCOCC3)c2c1C	-4	-1	12%	0.2%	4%	0%	-1%	-8%	1	7	4%
COc1ccc(C2CC(C(F)(F)F)n3nc(C(=O)O)cc3N2)cc1 (stereo unspecified)	19	13	3%	-0.9%	2%	4%	-1%	0%	4	-2	3%
C=CCOc1ccc(/C=N/N2C(=O)C(CC(=O)Nc3ccc(F)cc3F)SC2=NC)cc1 (stereo unspecified)	-3	18	4%	0.6%	-9%	-17%	-1%	2%	1	0	-2%
O=C(NC1CC(=O)N(c2ccccc2)C1)C(=O)c1c[nH]c2ccccc12 (stereo unspecified)	4	2	18%	0.1%	-1%	x	x	-16%	x	-1	-4%
O=C(CNC(=O)Cc1ccc(Cl)cc1)NCC(=O)N1CCCCC1	-13	30	6%	-0.5%	3%	-2%	-5%	1%	x	13	4%
CS(=O)(=O)N(Cc1ccc(Cl)cc1)c1ccc(C(=O)NCCSc2ccccn2)cc1	-34	-5	-3%	-1.1%	5%	2%	0%	3%	8	-2	2%
CCCCNc1nc2c(-c3ccccc3)nnn2c2ccccc12	0	5	6%	0.4%	17%	-2%	0%	u	1	-3	0%
Brc1ccc(Cn2c(-c3ccc(Br)o3)nc3ccccc32)o1	-7	-7	u	0.7%	-3%	-5%	x	u	-8	-43	0%
CN(CCNC(=O)c1cc2c(=O)n(C)c3ccccc3c2n1C)Cc1ccccc1	20	-9	u	0.2%	11%	11%	3%	u	-1	20	1%
O=C(c1cccc([N+](=O)[O-])c1)c1ccc2c(c1)C(=O)N(c1c[nH]c(=O)[nH]c1=O)C2=O	x	x	x	-0.2%	-2%	u	6%	1%	3	x	2%
O=C(NNC(=O)c1cc(-c2ccccc2)nc2ccccc12)Nc1cccc(Cl)c1	-4	-28	10%	-0.1%	-18%	5%	-3%	2%	0	2	1%
Cc1nn(-c2ccccc2)c(C)c1C(=O)OCC(=O)N(C)c1c(N)n(Cc2ccccc2)c(=O)[nH]c1=O	14	1	8%	-0.3%	4%	x	x	-8%	x	1	1%
Cc1onc(-c2c(Cl)cccc2Cl)c1C(O)c1ccccc1 (stereo unspecified)	7	0	-1%	0.0%	-6%	x	-1%	-1%	-4	-2	3%
Cc1ccc(C(=O)Nc2cccc3ccccc23)cc1	21	u	6%	0.5%	u	x	x	u	-2	2	1%
Cc1cc(C)c(NC(=O)COC(=O)/C=C/c2cccc(C(F)(F)F)c2)c(C)c1	33	10	2%	-0.1%	0%	-5%	1%	1%	7	5	0%
COc1ccccc1C(=O)Nc1cc2c(cc1C(=O)O)OCCCO2	-80*	1	-4%	0.0%	-4%	2%	5%	u	5	-2	3%
CCn1cc(C(=O)NCc2ccco2)c(=O)c2ccc(C)nc21	21	13	6%	-0.1%	6%	x	-2%	u	-6	-2	-1%
O=C(O)c1cc(-c2cccc([N+](=O)[O-])c2)n[nH]1	12	-18	-3%	-0.3%	-1%	-2%	11%	-13%	2	-8	2%
CCCCc1nnc(NC(=O)c2cccc(S(=O)(=O)N3CCN(C)CC3)c2)s1	-2	5	5%	-0.2%	-5%	0%	-3%	4%	x	8	-1%
COc1ccc(CCN(Cc2cccs2)S(=O)(=O)c2ccc(C(=O)O)cc2)cc1OC	-20	-21	1%	-0.3%	14%	-4%	5%	16%	21	-2	1%
CCCn1c(SCC(=O)Nc2nnc(CC)s2)nnc1-c1ccco1	-4	0	-2%	-0.1%	-9%	-7%	-1%	-6%	5	-5	1%
COc1ccc(Cn2nnnc2CN2CCC(c3nc4ccccc4s3)CC2)cc1	-8	-5	x	4.4%	-5%	1%	0%	-6%	0	2	-12%
Cc1ccc(OCCn2c(=O)sc3ccccc32)cc1	2	-10	1%	-0.7%	1%	0%	0%	-7%	0	0	0%
CCOC(=O)NCC(C)(C)CNC(=O)OCC	-1	-13	x	0.0%	-9%	-3%	0%	2%	-2	-4	0%
O=C(COc1cccc2ccccc12)N/N=C/C=C/c1ccccc1	7	-27	12%	-0.8%	0%	-2%	1%	-5%	2	0	0%
CN(Cc1ccc(Cl)s1)C(=O)CNC(=O)CNC(=O)c1ccc(Cl)cc1Cl	-19	12	5%	-0.1%	24%	x	x	-1%	x	9	-2%
COC(=O)c1ccccc1NC(=S)N1CCN(c2ccccc2)CC1	13	-3	-1%	0.5%	-23%	x	-2%	2%	-3	3	4%
COCCN(Cc1ccccc1)C(=O)c1cccc(S(=O)(=O)N2CCCc3ccccc32)c1	2	-24	-29%	-0.7%	-13%	x	x	u	x	6	-7%
COc1ccc(NC(=S)SC)cc1OC	6	5	-7%	-0.3%	2%	-10%	1%	u	-5	2	-1%
CC1(C)CC2CC(C)(CN2S(=O)(=O)c2ccc(C(=O)Nc3cccc(S(=O)(=O)N4CCOCC4)c3)cc2)C1 (stereo unspecified)	-23	0	-6%	0.6%	-8%	-8%	0%	4%	-1	-5	-21%
O=C1c2cc(N3CCCC3)c([N+](=O)[O-])cc2C(=O)N1c1ccccc1	7	-12	7%	4.6%	9%	1%	2%	u	3	2	-1%
CC(=O)Nc1ccc(C(=S)NCCCO)cc1	-19	-6	-9%	-0.1%	-8%	0%	-2%	u	1	15	5%
COc1ccc(C2C(C#N)=C(N)OC(C(C)(C)C)=C2C#N)cc1OC (stereo unspecified)	4	8	-5%	0.5%	-7%	-3%	8%	2%	-37*	13	1%
CCOC(=O)C1(CC2CCCCO2)CCN(C(=O)Nc2ccccc2SC)CC1 (stereo unspecified)	10	1	-2%	-0.4%	-15%	4%	0%	-17%	3	6	2%
CCn1ncc(Br)c1C(=O)Nc1sc2c(c1C(N)=O)CCC2	37	0	3%	0.0%	4%	-4%	0%	u	-8	10	3%
COC(=O)c1nn(-c2ccc(OC)cc2)c(=O)cc1Oc1cccc(Cl)c1	-24	-17	-5%	-0.1%	-2%	2%	-2%	3%	0	2	3%
COCCN(CCOC)S(=O)(=O)c1ccc(C(=O)Nc2nc(C)c(C(C)=O)s2)cc1	-2	10	x	0.2%	-7%	1%	3%	-2%	7	-3	0%
Cc1ccc(CN(C)C(=O)c2ccc(S(=O)(=O)N3CCCCCC3)cc2)o1	6	-4	-6%	-1.0%	2%	x	x	u	x	4	1%
Cc1c(NC(=O)C2CCN(S(=O)(=O)c3cccs3)CC2)c(=O)n(-c2ccccc2)n1C	12	1	-1%	0.2%	-13%	-2%	1%	0%	2	18	1%
CCOC(=O)c1c(-c2ccccc2)oc2ccc(OCC(=O)O)cc12	2	-16	13%	-0.7%	0%	-3%	0%	u	29	7	0%
COc1ccc(-c2nc(C)c(C(C)=O)n2O)cc1OC	1	7	-3%	-0.3%	-16%	0%	1%	u	0	-5	5%
